UBC13 inh: blocks human UBC13 polyubiquitin chain formation; P61088; TR-FRET; inhibition, % at 20 µM; hit rate 0.47% among 330,000; AID 485273; in the data active = inhibition above about 45%, passing the limit was not always enough
Target sequence (P61088 whole entry, looked up): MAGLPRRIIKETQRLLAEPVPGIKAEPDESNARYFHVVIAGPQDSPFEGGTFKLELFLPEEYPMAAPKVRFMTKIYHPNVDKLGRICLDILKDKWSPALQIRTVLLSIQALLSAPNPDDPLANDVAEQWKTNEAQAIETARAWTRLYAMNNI
SENP8 block-1: inhibitors of human SENP8 protease; Q96LD8; purified SENP8, Z-RLRGG-aminoluciferin cleavage, luminescence; inhibition, % at 10 µM; hit rate 1.2% among 330,000; AID 2540; in the data active = inhibition above about 50%
SENP6 block: inhibitors of human SENP6 protease. Q9GZR1. Recombinant SENP6 catalytic domain, aminoluciferin luminescence. AID 2599. inhibition, % at 10 µM. hit rate 1.8% among 330,000;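 active = inhibition above about 50% at the single tested dose, limit read from the data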;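 also: plate controls were DMSO wells with enzyme for no effect and DMSO wells lacking enzyme for full effect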
Target sequence (Q9GZR1 628-1112 limits assumed): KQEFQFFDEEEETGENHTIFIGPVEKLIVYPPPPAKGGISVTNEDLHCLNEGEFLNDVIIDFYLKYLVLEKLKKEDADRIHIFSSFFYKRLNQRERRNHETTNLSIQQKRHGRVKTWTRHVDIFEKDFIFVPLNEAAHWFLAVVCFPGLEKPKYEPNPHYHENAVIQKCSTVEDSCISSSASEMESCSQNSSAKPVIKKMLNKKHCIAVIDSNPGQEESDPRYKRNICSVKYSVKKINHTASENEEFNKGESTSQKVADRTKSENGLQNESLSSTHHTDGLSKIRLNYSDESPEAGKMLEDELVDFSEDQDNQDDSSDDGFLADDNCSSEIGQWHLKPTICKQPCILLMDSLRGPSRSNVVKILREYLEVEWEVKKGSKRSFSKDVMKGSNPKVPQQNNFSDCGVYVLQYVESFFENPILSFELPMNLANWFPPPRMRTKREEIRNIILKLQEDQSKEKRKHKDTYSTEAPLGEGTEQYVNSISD
SENP1 inh: inhibitors of human SENP1 SUMO protease catalytic domain; AID 624204; hit rate 0.21% among 360,000; inhibition, % at 10 µM; recombinant SENP1 catalytic domain, CyPet-SUMO1-YPet FRET cleavage;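 active = inhibition at least 30% at 10 µM, raw YFP signal under a set limit, fluorescence ratio 0.5 to 1.5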;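 also: 0% = enzyme with DMSO and 100% = no enzyme wells; some results filed as inactive read as strong as hits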
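system = hSENP1 catalytic domain, recombinant | reagent = SFCypet-SUMO1-SFYpet substrate at 25 nM | doses = one dose per compound, 10 µM, 0.5% DMSO | incubation = enzyme reaction for 50 min at room temperature, dark | measured by = FRET, CFP and YFP emission | controls = no-enzyme low, enzyme-DMSO high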
Apaf-1 inh: blocks human Apaf-1 apoptosome activity; inhibition, % at 20 µM; O14727; hit rate 0.71% among 330,000; AID 489030; reconstituted apoptosome caspase-3 activity, DEVD-Rh110 fluorescence; active = inhibition of at least 40% at 20 µM;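 also: plate controls were DMSO wells for no effect and DEVD-CHO caspase inhibitor wells for full effect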
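Assay system: Apoptosome proteins | Medium: pH 7.5 Hepes buffer with CHAPS, BSA, DTT | Also added: Cytochrome c and DEVD-Rh110 substrate | Times: 30 min plus 50 min, RT | Detection: Rhodamine 110 fluorescence at Ex 480/Em 540 nm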
SENP8 block-2: blocks human SENP8 cleavage of Nedd8 substrate. Q96LD8. recombinant SENP8, Nedd8 substrate fluorescence. inhibition, % at 20 µM. hit rate 0.64% among 360,000. AID 602440; in the data active = inhibition mostly above about 40%, no sharp cut-off; inactive = mostly below about 27%
A3G deaminase: blocks human APOBEC3G single-stranded DNA deamination | Q9HC16 | recombinant A3G, ssDNA deamination FAM/TAMRA fluorescence | inhibition, % at 20 µM | hit rate 0.28% among 330,000;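 active = inhibition of at least 40% at 20 µM, with no more than 30% in the related APOBEC3A deaminase screen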;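 also: plate controls were DMSO wells with A3G for no effect and wells lacking A3G enzyme for full effect; some compounds called inactive have numbers as strong as hits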
Target sequence (Q9HC16 whole entry, looked up): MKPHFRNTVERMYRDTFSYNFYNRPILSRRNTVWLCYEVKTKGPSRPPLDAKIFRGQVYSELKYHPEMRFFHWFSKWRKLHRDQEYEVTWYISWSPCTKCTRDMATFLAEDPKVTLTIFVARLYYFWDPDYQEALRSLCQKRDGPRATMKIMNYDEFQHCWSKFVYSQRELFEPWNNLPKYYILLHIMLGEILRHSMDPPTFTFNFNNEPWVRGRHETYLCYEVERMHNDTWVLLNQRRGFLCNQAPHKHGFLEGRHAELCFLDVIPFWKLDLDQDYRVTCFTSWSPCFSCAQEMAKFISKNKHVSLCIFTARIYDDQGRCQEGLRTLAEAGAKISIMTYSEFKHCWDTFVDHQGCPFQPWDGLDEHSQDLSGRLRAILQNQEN
SENP7 inh: inhibitors of human SENP7 protease | recombinant SENP7, Z-RLRGG-aminoluciferin luminescence, 40 min | hit rate 1.5% among 330,000 | inhibition, % at 5 µM | Q9BQF6;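 active = inhibition above about 50% at the single test dose, limit read from the data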;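 also: plate controls were DMSO with enzyme for no effect and no enzyme buffer wells for full effect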
Starred values were filed as active, the others as inactive.

For CCN1C(=NCCc2ccc(Br)cc2)N[C@@H](c2ccccc2)[C@H](C(=O)OC)[C@H]1C the results were UBC13 inh 31, SENP8 block-1 -14, SENP6 block 2, SENP1 inh 0, Apaf-1 inh 45*, SENP8 block-2 20, A3G deaminase 9 and SENP7 inh -13.
For CSc1ccccc1NC(=O)Nc1cccc(Cl)c1 the results were UBC13 inh 15, SENP8 block-1 67*, SENP6 block 83*, SENP1 inh 2, Apaf-1 inh 1, SENP8 block-2 3, A3G deaminase -6 and SENP7 inh 80*.
CC(C)C(NC(=O)c1c(F)cccc1F)C(=O)OCN1C(=O)c2ccccc2C1=O (stereo not drawn) was read as UBC13 inh 2, SENP8 block-1 1, SENP6 block -1, SENP1 inh 1, Apaf-1 inh -3, SENP8 block-2 8, A3G deaminase 2 and SENP7 inh 1.
For O=c1[nH]ncc(N/N=C\c2ccc(O)cc2O)c1Cl the results were UBC13 inh -7, SENP8 block-1 63*, SENP6 block 69*, SENP1 inh 1, Apaf-1 inh -10, SENP8 block-2 -161, A3G deaminase -1 and SENP7 inh 65*.
`CCN(CC(=O)Nc1c(F)cccc1F)C(=O)c1ccc(N2C(=O)c3ccccc3C2=O)cc1` gave UBC13 inh 2, SENP8 block-1 -3, SENP6 block -6, SENP1 inh 1, Apaf-1 inh -4, SENP8 block-2 12, A3G deaminase -8 and SENP7 inh 3.
Screening O=C(CCCCCn1c(=S)[nH]c2ccccc2c1=O)NCc1ccc2c(c1)OCO2 returned UBC13 inh 15, SENP8 block-1 -2, SENP6 block 6, SENP1 inh -1, Apaf-1 inh -1, SENP8 block-2 1, A3G deaminase -3 and SENP7 inh 7.
Screening CNC(=S)N(Cc1cc2cc(C)ccc2n2nnnc12)CC(C)(C)CN(C)C returned UBC13 inh 1, SENP8 block-1 -10, SENP6 block 12, SENP1 inh 0, Apaf-1 inh 0, SENP8 block-2 12, A3G deaminase -5 and SENP7 inh -3.
`CCCSc1ccc([C@H]2N[C@@](Cc3ccccc3)(C(=O)OC)[C@H]3C(=O)N(C)C(=O)[C@@H]23)cc1` gave UBC13 inh 3, SENP8 block-1 6, SENP6 block 11, SENP1 inh 2, Apaf-1 inh 23, SENP8 block-2 11, A3G deaminase -5 and SENP7 inh -3.
Screening COc1ccc(Nc2nc(NCc3ccco3)nc(N/N=C/c3ccccc3F)n2)cc1 returned UBC13 inh -10, SENP8 block-1 -6, SENP6 block 4, SENP1 inh 0, Apaf-1 inh 1, SENP8 block-2 18, A3G deaminase 1 and SENP7 inh 5.
Screening CCN(CC)C(=O)CSc1nc(-c2cccs2)cc(-c2cccs2)c1C#N returned UBC13 inh 16, SENP8 block-1 6, SENP6 block -9, SENP1 inh -6, Apaf-1 inh 20, SENP8 block-2 -250, A3G deaminase 25 and SENP7 inh -1.
Cc1cc(NS(=O)(=O)c2ccc(NC(=O)CCN3C(=O)c4ccccc4C3=O)cc2)no1 was read as UBC13 inh -10, SENP8 block-1 -11, SENP6 block -22, SENP1 inh -5, Apaf-1 inh 6, SENP8 block-2 11, A3G deaminase -4 and SENP7 inh -6.
For C1CN=C(NC23CC4CC(CC(C4)C2)C3)C1 the results were UBC13 inh 5, SENP8 block-1 7, SENP6 block -5, SENP1 inh 0, Apaf-1 inh -10, SENP8 block-2 39, A3G deaminase -6 and SENP7 inh -1.
N#CC1=C(C2CC2)CC(c2ccccc2)C(C#N)=C1N (stereo not drawn) was read as UBC13 inh 2, SENP8 block-1 2, SENP6 block 11, SENP1 inh -2, Apaf-1 inh 6, SENP8 block-2 inactive, A3G deaminase 0 and SENP7 inh 11.
For Cc1nc2c(C#N)cnn2c2c1CCN2CC1CCCO1 (stereo not drawn) the results were UBC13 inh 16, SENP8 block-1 -2, SENP6 block 24, SENP1 inh -20, Apaf-1 inh -19, SENP8 block-2 -416, A3G deaminase -6 and SENP7 inh 4.
COc1cc(Cl)ccc1OCc1cc(C(=O)N(C)C2CC(C)(C)NC(C)(C)C2)no1 was read as UBC13 inh -2, SENP8 block-1 -2, SENP6 block -6, SENP1 inh 0, Apaf-1 inh -4, SENP8 block-2 6, A3G deaminase -5 and SENP7 inh 10.

By substructure: those above with a cyano group (three)
Screening CCN(CC)C(=O)CSc1nc(-c2cccs2)cc(-c2cccs2)c1C#N returned UBC13 inh 16, SENP8 block-1 6, SENP6 block -9, SENP1 inh -6, Apaf-1 inh 20, SENP8 block-2 -250, A3G deaminase 25 and SENP7 inh -1.
N#CC1=C(C2CC2)CC(c2ccccc2)C(C#N)=C1N (stereo not drawn) was read as UBC13 inh 2, SENP8 block-1 2, SENP6 block 11, SENP1 inh -2, Apaf-1 inh 6, SENP8 block-2 inactive, A3G deaminase 0 and SENP7 inh 11.
For Cc1nc2c(C#N)cnn2c2c1CCN2CC1CCCO1 (stereo not drawn) the results were UBC13 inh 16, SENP8 block-1 -2, SENP6 block 24, SENP1 inh -20, Apaf-1 inh -19, SENP8 block-2 -416, A3G deaminase -6 and SENP7 inh 4.

Additional records:
For COc1cccc2c(Cl)c(CC=C(Cl)Cl)c(C)nc12 the results were UBC13 inh 13, SENP8 block-1 -6, SENP6 block -3, SENP1 inh 2, Apaf-1 inh 2, SENP8 block-2 -179, A3G deaminase -8 and SENP7 inh -2.
Screening CCn1c(=O)c2ccccc2n(Cc2ccc([N+](=O)[O-])cc2)c1=O returned UBC13 inh -4, SENP8 block-1 -7, SENP6 block -10, SENP1 inh 1, Apaf-1 inh 10, SENP8 block-2 20, A3G deaminase -6 and SENP7 inh 0.
CC(=O)Oc1ccc(N(C(C)=O)S(=O)(=O)c2ccc(C)cc2)c2ccccc12 was read as UBC13 inh -2, SENP8 block-1 8, SENP6 block 2, SENP1 inh 0, Apaf-1 inh -9, SENP8 block-2 2, A3G deaminase 5 and SENP7 inh 3.
`CCOC(=O)CSc1nnc(-c2cccc(Cl)c2)n1CC` gave UBC13 inh -4, SENP8 block-1 3, SENP6 block 15, SENP1 inh -1, Apaf-1 inh 8, SENP8 block-2 7, A3G deaminase -3 and SENP7 inh 0.
CN(C)C(CNC(=O)c1ccc(C2SCCS2)cc1)c1ccccc1 (stereo not drawn) was read as UBC13 inh 8, SENP8 block-1 4, SENP6 block -5, SENP1 inh 1, Apaf-1 inh 8, SENP8 block-2 22, A3G deaminase -6 and SENP7 inh -3.
Screening O=C(NCCc1ccccc1)c1ncn[nH]1 returned UBC13 inh -5, SENP8 block-1 8, SENP6 block 6, SENP1 inh -1, Apaf-1 inh -18, SENP8 block-2 17, A3G deaminase -5 and SENP7 inh 3.
For COc1cc2ccccc2cc1C(=O)O the results were UBC13 inh 4, SENP8 block-1 -4, SENP6 block 13, SENP1 inh 4, Apaf-1 inh 0, SENP8 block-2 -47, A3G deaminase -3 and SENP7 inh 11.
For COc1cccc(-c2nn(C)c3sc(C(=O)NCc4ccccn4)cc23)c1 the results were UBC13 inh 30, SENP8 block-1 -11, SENP6 block -4, SENP1 inh -1, Apaf-1 inh 12, SENP8 block-2 inactive, A3G deaminase -1 and SENP7 inh -3.
`N=c1c(C(=O)NC2CCCC2)cc2c(=O)n3ccccc3nc2n1Cc1ccccc1` gave UBC13 inh 0, SENP8 block-1 1, SENP6 block 10, SENP1 inh -21, Apaf-1 inh 21, SENP8 block-2 -342, A3G deaminase 3 and SENP7 inh -5.
For O=C(Oc1ccc2c(c1)OCO2)C12CC3CC(CC(C3)C1)C2 the results were UBC13 inh -2, SENP8 block-1 4, SENP6 block -12, SENP1 inh 2, Apaf-1 inh 18, SENP8 block-2 14, A3G deaminase -5 and SENP7 inh 22.
`COc1cc(-c2ccccc2)[nH]c(=S)n1` gave UBC13 inh 7, SENP8 block-1 2, SENP6 block 2, SENP1 inh 0, Apaf-1 inh -5, SENP8 block-2 12, A3G deaminase -9 and SENP7 inh 6.
For COc1cccc(NC(=O)c2ccc(Cn3cc([N+](=O)[O-])cn3)o2)c1 the results were UBC13 inh -7, SENP8 block-1 -10, SENP6 block -21, SENP1 inh 0, Apaf-1 inh 0, SENP8 block-2 3, A3G deaminase -3 and SENP7 inh -2.
Screening O=C(CSc1ccccc1)NNC(=O)c1ccccc1O returned UBC13 inh -8, SENP8 block-1 5, SENP6 block -12, SENP1 inh 1, Apaf-1 inh -4, SENP8 block-2 -62, A3G deaminase -8 and SENP7 inh -7.
For CC(NC(=O)c1cccc(C(F)(F)F)c1)C1CCCO1 (stereo not drawn) the results were UBC13 inh 2, SENP8 block-1 -7, SENP6 block 1, SENP1 inh -1, Apaf-1 inh -4, SENP8 block-2 5, A3G deaminase -5 and SENP7 inh 0.
`Cc1onc(-c2c(Cl)cccc2Cl)c1C(=O)n1nnc2ccccc21` gave UBC13 inh 6, SENP8 block-1 3, SENP6 block -41, Apaf-1 inh -13, A3G deaminase -4 and SENP7 inh -3.
O=C(COc1ccccc1)N(Cc1cccc(F)c1)C1CCS(=O)(=O)C1 (stereo not drawn) was read as UBC13 inh -7, SENP8 block-1 0, SENP6 block -14, SENP1 inh 1, Apaf-1 inh -1, SENP8 block-2 0, A3G deaminase -2 and SENP7 inh -5.
Screening CCCOc1cccc(C(=O)N/N=C/c2coc3ccccc3c2=O)c1 returned UBC13 inh 8, SENP8 block-1 0, SENP6 block 15, SENP1 inh 0, Apaf-1 inh 1, SENP8 block-2 -43, A3G deaminase -3 and SENP7 inh -3.
CN(CCC#N)C(=O)COC(=O)c1ccc(Cl)cc1O was read as UBC13 inh -4, SENP8 block-1 3, SENP6 block -10, SENP1 inh 3, Apaf-1 inh -2, SENP8 block-2 -13, A3G deaminase -5 and SENP7 inh 1.
For Cc1c(N=C2SCC(=O)N2c2c(C)n(C)n(-c3ccccc3)c2=O)c(=O)n(-c2ccccc2)n1C the results were UBC13 inh -9, SENP8 block-1 3, SENP6 block -37, SENP1 inh 1, Apaf-1 inh 8, SENP8 block-2 12, A3G deaminase -4 and SENP7 inh -7.
For CCOC(=O)N1C2=NC(C(=O)OC)=C(C(=O)OC)[C@@H]3N(C)c4ccc(OC)cc4[C@]23C[C@H]1C(=O)OC the results were UBC13 inh -7, SENP8 block-1 2, SENP6 block -10, SENP1 inh 2, Apaf-1 inh -4, SENP8 block-2 6, A3G deaminase -6 and SENP7 inh -2.
Screening Cc1cc(C)nc(SCCS(=O)(=O)Cc2ccccc2)n1 returned UBC13 inh -2, SENP8 block-1 -6, SENP6 block -13, SENP1 inh 3, Apaf-1 inh -13, SENP8 block-2 16, A3G deaminase -3 and SENP7 inh 4.
Cc1cc(NS(=O)(=O)c2ccc(NC(=S)NC(=O)c3ccc(F)cc3)cc2)no1 was read as UBC13 inh -12, SENP8 block-1 4, SENP6 block 1, SENP1 inh 2, Apaf-1 inh -7, SENP8 block-2 16, A3G deaminase -7 and SENP7 inh 6.
Screening Cc1cc(C=O)c(C)n1-c1ccc(N2CCOCC2)c([N+](=O)[O-])c1 returned UBC13 inh -10, SENP8 block-1 -6, SENP6 block 13, SENP1 inh 1, Apaf-1 inh 1, SENP8 block-2 9, A3G deaminase -2 and SENP7 inh -7.
`CCN(CC)CCCN(C(=O)c1cccs1)c1nc(-c2ccc(OC)cc2)cs1` gave UBC13 inh 14, SENP8 block-1 -3, SENP6 block -9, SENP1 inh 5, Apaf-1 inh 25, SENP8 block-2 12, A3G deaminase -1 and SENP7 inh 2.
`COc1cccc(NC(=O)CCN2CCN(c3ccccc3F)CC2)c1` gave UBC13 inh 9, SENP8 block-1 -10, SENP6 block 2, SENP1 inh 1, Apaf-1 inh 2, SENP8 block-2 30, A3G deaminase -5 and SENP7 inh -1.
Screening COC(=O)C1(C)NC(c2ccccc2OC)C2C(=O)N(c3ccccc3)C(=O)C21 (stereo not drawn) returned UBC13 inh 1, SENP8 block-1 3, SENP6 block 3, SENP1 inh 4, Apaf-1 inh -3, SENP8 block-2 -10, A3G deaminase 0 and SENP7 inh -2.
